Assay outcomes: PubChem, National Center for Advancing Translational Sciences (NCATS)
FLuc inh = qHTS Assay for Inhibitors of Firefly Luciferase; Luciferin 4-monooxygenase (Photinus pyralis), P08659; purified firefly luciferase, luminescence, 8 min; Potency, µM (top dose mostly 57.1 µM), for the others: top-dose activity change, negative = inhibition, hits mostly inhibitors; 72,000 tested, 2.2% active; note: potency is the fitted concentration of half-maximal effect; % is set by controls: 0 for no effect and ±100 for the full control effect; nearly all actives have a fitted effect of over 40% in size
Target sequence (P08659 whole entry, looked up): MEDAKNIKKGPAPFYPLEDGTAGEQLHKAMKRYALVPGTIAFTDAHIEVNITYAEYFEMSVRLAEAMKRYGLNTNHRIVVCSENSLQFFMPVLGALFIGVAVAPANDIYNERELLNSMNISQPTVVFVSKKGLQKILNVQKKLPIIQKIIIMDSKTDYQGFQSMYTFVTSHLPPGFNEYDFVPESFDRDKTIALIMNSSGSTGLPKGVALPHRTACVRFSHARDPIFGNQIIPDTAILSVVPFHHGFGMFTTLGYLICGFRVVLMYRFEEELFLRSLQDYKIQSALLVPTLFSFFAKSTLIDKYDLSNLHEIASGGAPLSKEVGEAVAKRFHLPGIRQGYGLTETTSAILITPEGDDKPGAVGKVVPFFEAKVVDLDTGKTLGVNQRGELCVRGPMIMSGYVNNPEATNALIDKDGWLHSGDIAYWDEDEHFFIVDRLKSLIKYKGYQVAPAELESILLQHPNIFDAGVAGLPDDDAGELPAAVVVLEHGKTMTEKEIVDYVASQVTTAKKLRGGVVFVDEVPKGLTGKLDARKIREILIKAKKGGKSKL
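Firefly luciferase (PKLight detection mix) with 10 uM ATP in pH 7.2 imidazole buffer (KCl, MgCl2, Tween 20, BSA). Compounds tested across a concentration series (qHTS). Luminescence read after 8 min at ambient temperature.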
HBB splice mod = qHTS Assay for Modulators of Hemoglobin Beta Chain Splicing; HBB splicing reporter cell assay, activation; EGFP reporter with mutant IVS2-654 intron; response scale: normalised to 500 nM splice-correcting PNA; AID 925, 2007; Potency, µM (doses to about 46.1 µM), for inactives: at the top dose activation, most hits filed as activators; 65,000 tested, 0.06% active; note: potency is the fitted concentration of half-maximal effect; 0% is about no effect
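Compounds were applied for 2 days to HeLa EGFP-654 cells, 500/well in Optimem with 2% FCS. The reporter's EGFP is disrupted by mis-splicing of beta-globin intron IVS2-654. Readout: summed well GFP fluorescence from 488 nm laser scanning; reference was 500 nM antisense […] 654 PNA.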
Rhodamine autofl = qHTS Assay for Spectroscopic Profiling in Rhodamine Spectral Region. Rhodamine-region fluorescence, 547/598 nm, Tris buffer; hits give high values. max dye-equivalent concentration, M. 59,000 tested, 0.05% active. AID 594, 2007; in the data active = max dye-equivalent concentration above about 11 nM; inconclusive = between about 1.1 nM and that limit
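Steps: pin-transfer compounds into pH 8.0 Tris (100 mM), hold 15 min at room temperature, image with a 547/598 nm filter pair, and convert intensities to rhodamine-equivalent concentration using a six-point on-plate rhodamine series.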
Texas Red fluor = qHTS Assay for Spectroscopic Profiling in Texas Red Spectral Region; Compound fluorescence, Texas Red channel, 547/618 nm; hits give high values; max dye-equivalent concentration, M; 59,000 tested, 0.06% active; in the data active = max dye-equivalent concentration above about 10 nM; inconclusive = between about 1.1 nM and that limit
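Compound titrations in 100 mM Tris pH 8.0 were incubated 15 min at room temperature and read at 547 nm excitation / 618 nm emission. Texas Red six-point standard curve on each plate converted fluorescence to dye-equivalent concentration.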
Hsp90 Hop PPI = qHTS Assay for Disrupters of an Hsp90 Co-Chaperone Interaction | AID 595, 2007 | AlphaScreen TPR2A-His6 binding biotin-Hsp90 C-terminal peptide | Potency, µM (top dose mostly 57 µM), for inactives: at the top dose activity change, negative = inhibition | 71,000 tested, 0.44% active | Hsp90 C-terminal peptide / TPR2A (Hop) interaction, human; active = well fitted curve in either direction with a large enough effect; inconclusive = small, poorly fitted or top-dose-only effect, or another doubt; note: potency is the fitted concentration of half-maximal effect; % is set by controls: 0 for no effect and ±100 for the full control effect; many of its hits are not listed in these tables
CRE-bla Fsk = Cell signaling CRE-BLA (Fsk stim). Potency, µM (doses to about 38.2 µM), inactives show at the top dose activity change, negative = inhibition, usual class: activators. CHO CRE-bla reporter (cAMP response element driving beta-lactamase), forskolin EC10, beta-lactamase ratio. 71,000 tested, 2.5% active. AID 662, 2007; active = well fitted activation curve with a large enough effect in the signal ratio, with a control signal flat, not every such curve was filed as active; inconclusive = small, poorly fitted or top-dose-only effect, or effect the other way, or a change in a side signal; the % refers to the signal ratio; note: potency is the fitted concentration of half-maximal effect; % of control where 0% means no effect
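qHTS titration format; CRE-bla CHO reporter; stimulus EC10 NKH 477, a water-soluble forskolin. Read: CCF4 460/530 nm ratio. Potency expressed as AC50 for activators or inhibitors.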
HADH2 inhib = qHTS Assay for Inhibitors of HADH2 (Hydroxyacyl-Coenzyme A Dehydrogenase, Type II); 3-hydroxyacyl-CoA dehydrogenase type-2 (Homo sapiens), Q99714; AID 886, 2007; Potency, µM (series often up to 57.1 µM), inactives show at the top dose activity change, negative = inhibition, most hits filed as inhibitors; 73,000 tested, 3.4% active; recombinant HADH2, NADH fluorescence, beta-hydroxybutyryl-CoA; note: potency is the fitted concentration of half-maximal effect; % is set by controls: 0 for no effect and ±100 for the full control effect; nearly all actives have a fitted effect of over 60% in size; many of its hits are not listed in these tables
Target sequence (Q99714 whole entry, looked up, one chain of several): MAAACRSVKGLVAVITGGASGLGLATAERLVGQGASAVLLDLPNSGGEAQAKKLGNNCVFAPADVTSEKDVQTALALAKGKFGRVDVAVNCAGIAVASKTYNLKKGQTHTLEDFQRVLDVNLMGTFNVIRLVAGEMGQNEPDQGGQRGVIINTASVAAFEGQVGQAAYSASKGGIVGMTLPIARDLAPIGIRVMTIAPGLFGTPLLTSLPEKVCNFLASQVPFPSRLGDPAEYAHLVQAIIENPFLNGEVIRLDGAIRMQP
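Read-out: 360 nm excitation, 450 nm emission, kinetic over 4 min. Conditions: His-tagged human HADH2 20 nM, pH 9.0 Tris with Tween-20, 1 mM NAD+, 90 uM beta-hydroxybutyryl-CoA.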
Tau filament bind = qHTS Assay for Tau Filament Binding. Microtubule-associated protein tau (Homo sapiens), P10636. recombinant tau filaments, thioflavin S fluorescence, 15 h; filaments grown with octadecylsulfate alongside compound. Potency, µM (highest dose often 57.1 µM), for the others: at the highest dose activity change, negative = inhibition. 71,000 tested, 2% active. AID 596, 2007;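 note: potency is the fitted concentration of half-maximal effect; % is set by controls: 0 for no effect and ±100 for the full control effect; actives lower thioflavin S fluorescence by blocking filaments or displacing dye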
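Quantitative HTS: thioflavine S signal from ODS-induced tau filaments, excited at 450 nm, emission 510 nm. Conditions: 1 uM tau, 30 uM ODS, 15 h at 37 C, pH 7.4.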
ERK AVP block = qHTS Assay for Inhibitors of the ERK Signaling Pathway using a Homogeneous Screening Assay | HEK293-V1b, vasopressin-stimulated pERK AlphaScreen | Potency, µM (highest dose often 57.5 µM), for the others: top-dose activity, negative = inhibition, most hits filed as inhibitors | 72,000 tested, 0.99% active | AID 995, 2007; note: potency is the fitted concentration of half-maximal effect; % is set by controls: 0 for no effect and ±100 for the full control effect; nearly all actives have a fitted effect of over 55% in size
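V1b-HEK293 cells; cpd 30 min 37C; 25 nM vasopressin 5 min; lyse 10 min; AlphaScreen beads 5 hr RT. Normalized to DMSO basal and 25 nM vasopressin; AC50 by Hill fit.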
Pol III holo inh = qHTS Assay for Inhibitors of DNA Polymerase III Holoenzyme System; reconstituted DNA polymerase III holoenzyme replication, biochemical; Potency, µM (titrated, usually from 57.1 µM), for inactives: at the highest dose activity change, negative = inhibition; 71,000 tested, 0.25% active; note: potency is the fitted concentration of half-maximal effect; % is set by controls: 0 for no effect and ±100 for the full control effect
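Reconstituted *E. coli* holoenzyme (0.35 nM Pol III, 1 nM beta, 154 nM SSB, 2 nM primase) was preincubated with compound for 15 min at RT. Synthesis on 1.4 nM ssM13Gori ran 35 min, then was stopped with PicoGreen/EDTA and read as dsDNA fluorescence.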
ALOX15 inhib = qHTS Assay for Inhibitors of 15-hLO (15-human lipoxygenase) | purified 15hLO-1, xylenol orange hydroperoxide absorbance | Potency, µM (series often up to 57.1 µM), for the others: top-dose activity change, negative = inhibition, usual class: inhibitors | 74,000 tested, 1.4% active; note: potency is the fitted concentration of half-maximal effect; % is set by controls: 0 for no effect and ±100 for the full control effect; nearly all actives have a fitted effect of over 55% in size
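Purified human 15hLO-1 (40 nM) in 25 mM Hepes pH 7.5, 0.01% Triton X-100, preincubated 15 min RT with compound, then 50 uM arachidonic acid for 6 min. Hydroperoxide read by ferrous/xylenol orange, 30 min; 573/405 nm absorbance ratio gave progress.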
Numbers without * were called inactive; i = inactive; ? = inconclusive; / = not tested or not shown; [ ] = dose if it differs, or a comment. Unless noted, calls come from the whole dose curve; as a rule, active = well fitted curve in the direction sought with a large enough effect; inconclusive = small, poorly fitted or top-dose-only effect, or another doubt; inactive = no such curve, though single readings can be large; an effect the other way counts as inactive or inconclusive.

smiles | FLuc inh | HBB splice mod | Rhodamine autofl | Texas Red fluor | Hsp90 Hop PPI | CRE-bla Fsk | HADH2 inhib | Tau filament bind | ERK AVP block | Pol III holo inh | ALOX15 inhib
CN(C)CCC(c1ccc(Br)cc1)c1ccccn1 (stereo not given) | 2%[25.5 µM] | / | i | i | / | / | / | / | 35% | / | -1%
COc1ccc(S(=O)(=O)N2CCSC2c2ccccc2)cc1 (stereo not given) | -1% | / | i | i | ? | 3% | 6% | -5% | -4% | -4% | 4%
CCCC(=O)Nc1ccc(C(=O)NCC(=O)OCC)cc1 | 0% | -0.6% | i | i | -7% | -2% | -18% | 58% | -7% | -14% | ?
CCOC(=O)c1c(C)[nH]c(C)c1C(=O)COC(=O)CCOc1ccccc1OC | 1% | 0.1%[57.5 µM] | i | i | -6% | 12% | -4% | -11% | -18% | -3% | 6%
C[C@H](O)[C@H](O)[C@@H](O)c1cnc2nc(N)[nH]c(=O)c2n1 | 0%[11.4 µM] | / | i | i | -1% | -1% | 25µM* | 17% | / | -2% | /
CC(NC(=O)COc1ccccc1)C(c1ccccc1)N1CCN(C)CC1 (stereo not given) | -1% | 0.0%[57.5 µM] | i | i | -1% | -5% | -29% | 0% | 0% | -1% | 5%
Cc1cc(C)n2c(SCC(=O)NCc3ccco3)nnc2n1 | 2% | -1.0% | i | i | 1% | -2% | 3% | -1% | 29% | -7% | 4%
COC(=O)c1sc2ccccc2c1C(=O)OC | 2% | 4.1%[0.369 µM] | i | i | 7% | 13% | -1% | -2% | ? | -2% | -2%
CC(C)CCNc1nc2c(c(=O)[nH]c(=O)n2C)n1CC(O)COC(C)C (stereo not given) | 4% | 4.0% | i | i | -4% | -10% | 3% | 4% | -4% | -8% | 5%
CN(C)c1ccc(C(c2ccc(N(C)C)cc2)c2ccc([N+](=O)[O-])cc2)cc1 | 3%[11.4 µM] | 1.2%[9.22 µM] | i | i | ? | -1%[7.6 µM] | 12%[11.4 µM] | -26%[11.4 µM] | ? | 11%[11.4 µM] | 3%[11.4 µM]
CCN(CC)CCn1c(=S)[nH]c2cc(Cl)ccc2c1=O | 3% | 2.0%[0.369 µM] | i | ? | 2% | 1% | -4% | 7% | 7% | -1% | 7%
CCn1c(NCc2c[nH]c3ccccc23)nc2ccccc21 | -20% | / | i | ? | -4% | -15% | 1% | -20% | -1% | -5% | -18%
CCOc1ccc(Br)cc1S(=O)(=O)Nc1ccccc1N1CCOCC1 | 0% | -0.1%[57.5 µM] | i | ? | 7% | -7% | 14% | 21% | -3% | -4% | -12%
COc1ccc(CC2NCCC3(O)CCCCC23)cc1 (stereo not given) | 2% | -1.2% | i | ? | -3% | -7% | 8% | -9% | 4% | -4% | 1%
CO[C@@H]1/C=C\O[C@@]2(C)Oc3c(C)c(O)c4c(c3C2=O)C(=N[C@H]2CC[C@H](O)O[C@@H]2C)C=C(NC(=O)/C(C)=C\C(=O)[C@@H]2C[C@@H]2[C@@H](O)[C@H](C)[C@@H](O)[C@H](C)[C@H](OC(C)=O)[C@@H]1C)C4=O | -2%[11.4 µM] | 2.3%[9.22 µM] | i | i | -11%[11 µM] | 6%[7.6 µM] | -18%[11.4 µM] | 24%[11.4 µM] | 12%[11.5 µM] | 18%[11.4 µM] | 2µM*
CCOC(=O)N1CCN(C(=O)Cn2ncc3c2-c2ccccc2OC3)CC1 | 0% | 0.5% | / | / | -3% | 4% | 5% | -6% | -5% | 1% | -1%
Cc1c(-c2ccc(O)cc2)nn(-c2ccc(O)cc2)c1-c1ccc(OCCN2CCCCC2)cc1 | -1% | / | / | / | -15% | ? | ? | ? | 16% | -5% | ?
COc1cccc(NC(=O)C2C3C=CC4(O3)C2C(=O)N(C2CC2)C4C(=O)NC2CCCCC2C)c1 (stereo not given) | 1% | -0.5% | i | i | -4% | ? | -1% | 0% | 7% | 2% | -1%
OC1(c2ccccc2)C/C(=N\n2cnnc2)C=C1c1ccccc1 (stereo not given) | 1% | -0.1%[57.5 µM] | i | i | 2% | -3% | 2% | -11% | -17% | -1% | 17%
COC(=O)c1ccc(C(NC(=O)OCc2ccccc2)/C(F)=C/[C@@H](C)C(=O)NCc2nc3ccccc3s2)cc1 (stereo not given in full) | / | -0.7% | / | / | -3% | -8% | 19% | i | -30% | 2% | 3%
CCNc1ncc2nc(-c3ccc(F)cc3)c(=O)n(-c3ccccc3)c2n1 | 1%[11.4 µM] | 0.6% | i | i | -5% | ? | 212%[activator] | 147% | ? | -7% | 8%
N#CCCCSc1nnc(-c2ccc(Cl)cc2)n1-c1ccccc1 | -2% | -1.3% | / | / | -2% | 20% | -8% | 16% | -25% | -2% | -6%
c1csc(CSc2nnc3sc4ccccc4n23)c1 | -13% | -3.4% | i | i | ? | 5% | 9% | 23% | 28% | -5% | -10%
COc1ccc(Nc2nc3ccccc3c(=O)s2)c(OC)c1 | 2% | -3.0%[57.5 µM] | i | i | -3% | ? | -9% | 2% | 0% | -7% | 5%
C=C(C)C1Cc2c(C)nn(-c3ccccc3)c2C1 (stereo not given) | -1% | 2.1%[0.369 µM] | i | ? | 6% | 26% | -6% | -5% | 24% | -5% | -17%
CSCCC(NC(=O)c1c(C)oc2c1CCCC2)C(=O)O (stereo not given) | -2% | -3.6% | / | / | -4% | -11% | 3% | 13% | 0% | 7% | 5%
CCN(CC(=O)NC1CCCCCC1)S(=O)(=O)c1ccccc1 | 2% | 2.5% | i | i | -2% | -16% | 7% | -4% | -29% | 2% | 5%
CCOC(=O)c1cnn(-c2nc3sc4c(c3c(=O)[nH]2)CCCC4)c1N | 1% | -1.5% | i | i | -3% | 4% | 2% | 10% | -13% | -1% | 26%
COC(=O)c1ccc(Oc2cc(C)nc(SC)n2)cc1 | 6% | -1.2% | i | i | 7% | ? | -3% | 13% | 2% | -4% | 0%
COC(=O)C1ON2OC(C(=O)OC)C(C(=O)OC)C2C1CC(C)=O (stereo not given) | 2% | 1.2%[57.5 µM] | i | ? | -2% | -7% | 9% | 9% | 4% | 6% | 15%
CCC(NS(=O)(=O)c1ccc(OC)cc1)C(=O)O (stereo not given) | 0% | -2.6% | i | ? | -1% | -5% | 1% | 1% | -23% | -3% | 1%
NC1=NC(c2ccc(Cl)cc2)n2c(nc3ccccc32)N1 (stereo not given) | 2% | 0.6% | i | i | -4% | -12% | 4% | 9% | 0% | -14% | 7%
CCOc1ccc2nc(SCC(=O)N(C)C3CCS(=O)(=O)C3)[nH]c2c1 (stereo not given) | -4% | 0.7%[57.5 µM] | i | i | -1% | 4% | ? | -10% | 1% | 0% | -5%
Cc1ccc2c(c1)c1cccc3c1n2CCN3CCC(N)=O | 10µM* | -1.2%[9.22 µM] | / | / | ? | ? | ? | 5µM* | ? | -8% | 13µM*
COc1ccccc1N1CCN(C(=O)CCNS(=O)(=O)c2ccc3c(c2)CCC(=O)N3)CC1 | -2% | -3.4% | i | i | -7% | ? | -3% | -13% | -1% | 0% | ?
O=CC(=O)c1ccccc1 | / | 0.4% | / | / | -2% | -12% | -3% | 10% | 41%[activator] | -4% | 4%
Cc1cc(C)c2c(n1)nn1c(NCCCn3ccnc3)cc(C)nc21 | 1% | 0.5% | i | ? | -4% | 34% | ? | 44% | 4% | -1% | 14%
CCc1ccc2[nH]cc(C(=O)N3CCCCCC3)c(=O)c2c1 | 2% | / | i | i | -3% | 2% | -14% | 13% | -22% | 0% | 10%
Cc1cccc(CN2CCN(CC(=O)NCCCN3CCCC3=O)C2=O)c1 | 3% | 8.6% | i | i | -4% | ? | 14% | -5% | 25% | -1% | 0%
CCOC(=O)C(NC(C)=O)(NS(=O)(=O)c1ccccc1)C(F)(F)F (stereo not given) | 0% | 1.3% | i | i | -3% | ? | -10% | 7% | 4% | -3% | 6%

This is a subset, so the mix of outcomes need not match the whole.
